ERG Ets-DNA blk – ERG Ets/DNA interaction inhibition | hit rate 0.028% among 370,000 | P11308 | fluorescence polarization, His-ERG Ets domain / labelled DNA | Potency, µM (top dose mostly 76.9 µM), for inactives: at the highest dose FP activity, negative = inhibition, most hits filed as inhibitors; active = well fitted inhibition curve with a large enough effect in the polarisation, with a control signal flat; inconclusive = small, poorly fitted or top-dose-only effect, or effect the other way, or a change in a side signal; inactive = no such curve, though single readings can be large or run the other way; the % refers to the polarisation;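 also: polarization taken with two DNA probes labelled with fluorescein and Texas red; potency is read from the fitted curve at half-maximal effect; % of control where 0% means no effect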
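His-tagged ERG Ets domain (1 uM in the protein solution; 300mM KCl, 50mM Tris-HCl, 1mM EDTA, 1mM DTT, pH 7.5) received compound, then a probe mix of 5 nM fluorescein-DNA and 100nM Texas-615-DNA. Fluorescence polarization was read for both dyes.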
12-LOX inh – ALOX12 (human) lipoxygenase inhibition; P18054; Potency, µM (series often up to 108 µM), for inactives: at the highest dose activity change, negative = inhibition, most hits filed as inhibitors; purified 12hLO, xylenol orange hydroperoxide absorbance; hit rate 1.1% among 580,000; also: potency is read from the fitted curve at half-maximal effect; % is scaled to controls: 0 for no effect and ±100 for the full control effect
Target sequence (P18054 whole entry, looked up): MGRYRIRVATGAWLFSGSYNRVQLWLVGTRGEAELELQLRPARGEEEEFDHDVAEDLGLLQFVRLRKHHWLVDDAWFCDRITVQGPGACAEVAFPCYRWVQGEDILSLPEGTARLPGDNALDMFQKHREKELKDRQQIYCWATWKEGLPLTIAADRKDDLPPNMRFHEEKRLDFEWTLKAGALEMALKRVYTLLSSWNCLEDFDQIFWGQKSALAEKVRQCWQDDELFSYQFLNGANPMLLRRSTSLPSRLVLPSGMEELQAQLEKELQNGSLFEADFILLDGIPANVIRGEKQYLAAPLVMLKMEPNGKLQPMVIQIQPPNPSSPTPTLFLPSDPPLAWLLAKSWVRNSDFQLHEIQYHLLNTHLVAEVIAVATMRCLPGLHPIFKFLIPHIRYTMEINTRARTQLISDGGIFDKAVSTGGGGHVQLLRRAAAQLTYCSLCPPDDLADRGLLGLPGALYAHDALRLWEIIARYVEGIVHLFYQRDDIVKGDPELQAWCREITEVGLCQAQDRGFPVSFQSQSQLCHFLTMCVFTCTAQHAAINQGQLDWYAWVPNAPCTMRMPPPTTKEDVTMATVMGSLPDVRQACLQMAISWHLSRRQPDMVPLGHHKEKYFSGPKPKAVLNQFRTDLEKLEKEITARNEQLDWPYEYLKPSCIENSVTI
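Purified human 12hLO at 150 nM in 25 mM Hepes, 0.01% Triton X-100, pH 7.0, preincubated 15 min at room temperature with compound. Reaction started with 40 uM arachidonic acid, 30 min at room temperature. Hydroperoxide measured by Fe-xylenol orange, 573/405 nm absorbance ratio.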
GRP78 ERSR act – inducers of ER stress response in human glioma cells. Potency, µM, for the others: top-dose activation, most hits filed as activators. U87-MG GRP78 promoter luciferase reporter, 16 h. AID 602332. hit rate 0.02% among 420,000; also: potency is read from the fitted curve at half-maximal effect; series mostly up to about 76 µM; % of control where 0% means no effect; nearly all actives have a fitted effect of over 35% in size
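Stably transfected U87-MG glioma cells carrying a GRP78-based luciferase sensor; 16 h compound incubation. Luminescence end-point read 10 min after Bright-Glo addition at room temperature.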
RGS4 inhibitor – human RGS4 inhibition. AID 504845. Transcreener GDP fluorescence polarization, RGS4-accelerated GTP hydrolysis. P49798. hit rate 0.039% among 390,000. Potency, µM (highest dose often 114 µM), for inactives: top-dose activity change, negative = inhibition, actives largely listed as inhibitors; also: potency is read from the fitted curve at half-maximal effect; % is scaled to controls: 0 for no effect and ±100 for the full control effect; nearly all actives have a fitted effect of over 75% in size; some results filed as inactive show a strong effect at the top dose
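MLSMR compounds (23 nl, pin-transferred) preincubated 10 min at room temperature with a 500nM (2x) first reagent, then RGS4 at 900nM (2x) plus Transcreener GDP mix added; fluorescence polarization (620/688 nm) read before and after 90 min at 30 °C.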
Vif-APOBEC3G blk – blocks the Vif interaction with human APOBEC3G | Q9HC16 | HeLa A3G-eYFP + Vif (tagged APOBEC3G with the HIV-1 protein that degrades it), YFP fluorescence, overnight | Potency, µM (titrated, usually from 46.1 µM), without a hit: top-dose activity, negative = active, actives largely listed as inhibitors | hit rate 0.076% among 410,000 | AID 602310;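 also: potency is read from the fitted curve at half-maximal effect; % is scaled to controls: 0 for no effect and ±100 for the full control effect; nearly all actives have a fitted effect of over 60% in size; hits raise eYFP signal because A3G escapes Vif-driven loss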
Target sequence (Q9HC16 whole entry, looked up): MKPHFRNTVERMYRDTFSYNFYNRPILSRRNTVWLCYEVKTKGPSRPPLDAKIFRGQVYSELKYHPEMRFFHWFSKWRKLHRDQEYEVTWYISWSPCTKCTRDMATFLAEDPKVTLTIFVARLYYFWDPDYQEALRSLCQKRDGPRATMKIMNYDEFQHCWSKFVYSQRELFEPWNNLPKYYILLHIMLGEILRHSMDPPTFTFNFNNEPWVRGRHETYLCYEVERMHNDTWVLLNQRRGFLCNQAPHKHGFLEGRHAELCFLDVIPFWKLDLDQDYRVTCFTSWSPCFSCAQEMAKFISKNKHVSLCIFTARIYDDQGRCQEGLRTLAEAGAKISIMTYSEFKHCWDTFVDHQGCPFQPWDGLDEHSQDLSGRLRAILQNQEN
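Read-out is eYFP fluorescence (Ex 488/Em 500-530) from Vif-expressing HeLa A3G-eYFP cells; more signal means A3G escaped Vif-mediated degradation. Cells plated overnight, compound pinned in, incubated overnight at 37 deg C.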
Vif-APOBEC3F blk – Vif-A3F binding inhibition; HeLa A3F-eYFP + Vif (tagged APOBEC3F with the HIV-1 protein that degrades it), YFP fluorescence increase; Potency, µM (titrated, usually from 46.1 µM), inactives show at the highest dose activity, negative = active; hit rate 0.2% among 390,000; also: potency is read from the fitted curve at half-maximal effect; % of control where 0% means no effect; nearly all actives have a fitted effect of over 65% in size
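HeLa cells stably expressing Vif plus C-terminally eYFP-tagged A3F were seeded, incubated overnight at 37 deg C, dosed with compound, incubated overnight again at 37 deg C. Yellow fluorescence (Ex 488/Em 500-530) reported blocked Vif-mediated A3F-eYFP degradation.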
D2 ag – agonists of human D2 dopamine receptor. activation, % at 2 µM. AID 485358. P14416. HEK293 T-REx D2 cells, calcium flux agonist mode. hit rate 0.53% among 340,000;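 active = activation over 3 SD above normal in the single-dose calcium agonist read, cut at about 30% in these data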; also: 0% is about no effect
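Tetracycline-induced HEK293 T-REx cells with force-coupled D2 receptor, plated overnight at 30 C, loaded with no-wash calcium dye. After a 10 s baseline, compound was pin-added and calcium flux read kinetically for 180 s; calcium rises flagged agonists.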
LDHA block – blocks human lactate dehydrogenase A; purified LDHA, NADH/diaphorase-resazurin fluorescence; active compounds read low; activity change, % (values are at about 110 or 230 µM); P00338; hit rate 0.15% among 480,000; in the data active = activity change below about -30%; inconclusive = mostly about -25% to -30%;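 also: plate controls were DMSO wells for no effect and wells without enzyme for full effect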
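Enzyme activity of human lactate dehydrogenase 5 (2 nM; 0.06 mM NADH, 0.2 mM pyruvate, 5 min, RT) is measured via a resazurin/diaphorase fluorescence readout of residual NADH.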
D2 antag – antagonizes the human D2 dopamine receptor. AID 485344. P14416. HEK293 TREx D2 cells, calcium flux, dopamine EC80. hit rate 2% among 340,000. inhibition, % at 10 µM; in the data active = inhibition above about 30%; also: 0% is about no effect
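Tetracycline-induced HEK293 T-REx cells expressing D2 force-coupled to calcium signalling were dye-loaded, exposed to compound for 180 s, then challenged with an EC80 of dopamine; calcium flux was followed kinetically for a further 180 s.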
* marks the source's active call; other numbers are inactive results; ? = inconclusive; · = no result given; & = joins results of further samples; [ ] = remark or other dose. Unless noted, calls follow the shape of the dose curve; as a rule, active = well fitted curve in the direction sought with a large enough effect; inconclusive = small, poorly fitted or top-dose-only effect, or another doubt; inactive = no such curve, though single readings can be large; an effect the other way counts as inactive or inconclusive.

SMILES | ERG Ets-DNA blk | 12-LOX inh | GRP78 ERSR act | RGS4 inhibitor | Vif-APOBEC3G blk | Vif-APOBEC3F blk | D2 ag | LDHA block | D2 antag
CCCn1cc(C(=O)OCC)c(=O)c2cc(F)c(F)cc21 | 1% | 90%[activator] | -1% | -38% | 2% | -4% | -1.2 | 0 | 7
Cc1nc2nc(COc3ccccc3)nn2c(C)c1Cl | 0% | 12% | 1% | 0%[11.4 µM] | -4% | -1% | -0.4 | -6 | 26
CNC(=O)C1CN(C(=O)c2nn(Cc3ccccc3)c(=O)c3ccccc23)c2ccccc2O1 (stereo not given) | · | ? | -1% | · | -8% | -5% | · | -2&-3 | ·
CCS(=O)(=O)N1CCN(Cc2c[nH]c3ccccc23)CC1 | -21% | ? | -5% | -1% | 0% | 2% | 2.7 | -15 | -35
CC(=O)Cc1nsc(NC(=O)c2ccc(COc3ccccc3)o2)n1 | 6% | -4% | 0% | 3% | -2% | -3% | 0.6 | -16 | 17
O=C(Oc1ccc(-n2cnnn2)cc1)c1ccccc1 | -3% | 17% | -3% | 7% | 1% | 2% | 0.5 | -6 | 6
Cc1cccc(OCc2nnc(SCC(=O)Nc3cc(C)on3)n2C)c1 | -10% | 4% | -1% | 0% | -1% | 1% | 0.8 | 0 | -1
COc1ccc(C2CC(=O)Oc3ccc(C(C)(C)C)cc32)cc1 (stereo not given) | -4% | -3% | -3%&-3% | 29% | 1% | 0% | 0.4 | 2 | 40*
COC(=O)Cn1c2nc3ccccc3nc2c2cccc(C)c21 | -7% | 84%[activator] | -2% | 2% | 2% | -3% | -0.3 | -5 | -20
CCOC(=O)C1(Cc2cccc(OC)c2)CCCN(S(=O)(=O)N(C)C)C1 (stereo not given) | -7% | 2% | -5% | -8% | 1% | -2% | 0.8 | 0 | -2
COc1cccc(CNC(=O)Cn2ccc3cc(S(=O)(=O)N4CCCCCC4)ccc32)c1 | -5% | -10% | -3% | 13% | 0% | -12% | 0.0 | -4 | 6
CCn1cc(/C=N/NC(=O)c2ccc3c(c2)OCO3)c(C)n1 | -9% | 14% | 4% | -22% | 2% | -4% | 1.0 | -3 | 8
Cc1c(Cl)c([N+](=O)[O-])nn1CC(=O)NCc1cccs1 | -4% | -15% | 1% | 17% | 2% | -14% | 0.4 | -6 | 4
CCN(C(=O)COc1ccccc1)C1CCCCC1 | -4% | 17% | 2% | 18% | 0% | -2% | · | -6 | ·
Cc1cccc(Cn2ccc(N)n2)c1 | 8% | 4% | 4% | 24% | -3% | 5% | -0.1 | -9 | 0
COc1ccccc1NC(=S)N(Cc1ccco1)Cc1cc2cc(C)ccc2[nH]c1=O | 20% | -3% | -1% | ? | ? | -14% | -5.2 | 3 | -29
c1ccc(CCc2nc(-c3ccncc3)no2)cc1 | 2% | -2% | 3% | -8% | 2% | -8% | 0.0 | -3 | 1
COc1ccc(N(CC(=O)N2CCN(c3ccc(F)cc3)CC2)S(=O)(=O)c2c(C)noc2C)cc1 | 15%&-2% | 4%&-27% | -6%&-3% | 15%&-9% | -3%&1% | 3%&-1% | 0.6&-0.2 | -1&4 | -8
O=C(CSc1nnnn1-c1ccc(F)cc1)NNC(=O)c1ccco1 | 1% | 5% | -4% | 0%[56.9 µM] | 1% | 5% | 0.0 | -3 | -6
O=C(Nc1ccccc1-c1ccccc1)c1cnccn1 | -1% | 4% | 2% | -6% | -15% | -9% | 0.5 | -6 | -8
CCC(C)NC(=O)Cn1ncc2c(C)n(Cc3ccc(F)cc3)c(C)c2c1=O (stereo not given) | -3% | 4% | 3% | 14% | 9% | -3% | · | -2 | ·
COc1ccccc1NC(=O)CCNC(=O)c1ccc(C)cc1 | -5% | -20% | 1% | 2% | -5% | -21% | -1.0 | -5 | 22
COCC1CCN(C(=O)c2ccc3oc(C(C)C)nc3c2)C1 (stereo not given) | · | 5% | 1% | · | 0% | -5% | · | -15 | ·
O=C(CSc1nc(Nc2ccccc2)c2ccccc2n1)c1ccc(Cl)cc1 | 1% | ? | -4% | -1% | 2% | -9% | -0.2 | -3 | ·
COc1cccc(CN(C(=O)c2cnccn2)C(C(=O)NC2CCCCC2)c2cc(OC)c(OC)c(OC)c2)c1 (stereo not given) | -2% | -10% | -5% | 10% | -6% | -1% | 0.7 | -3 | -8
COc1ccc(/C=N/Nc2nc(-c3cccc(S(=O)(=O)N4CCCC4)c3)cs2)cc1OC | 7% | -4% | -1% | -32% | 2% | -16% | 0.1 | -1 | 6
Cc1ccc(CNC(=O)Nc2ccc3c(c2)N(C)C(=O)CS3)cc1 | 8% | -23% | 2% | -25% | 0% | 5% | -1.4 | -6 | -5
CC(=O)Nc1cccc(C(=O)N2CCN(Cc3ccccc3)CC2)c1 | -9% | -23% | -5% | 48% | 1% | -3% | 0.0 | 0 | 15
Cc1cc(NC(=O)CSc2nnc(CNC(=O)c3ccc(F)cc3)o2)no1 | 17% | -1% | -3% | 13% | 0% | 1% | -0.1 | -3 | 3
Cc1c(NC(=O)c2ccc(Cl)c([N+](=O)[O-])c2)cccc1-n1cnnn1 | 10% | ? | 0% | -28% | 0% | -4% | · | -2 | ·
COc1ccc(NC(=O)N2CCN(C(=O)C(Cc3ccc(F)cc3)NC(C)=O)CC2)cc1 (stereo not given) | -2% | 34%[activator] | 2% | 34% | 0% | -4% | 0.5 | -3 | -12
Cc1nc(SCC(=O)O)c2oc3ccccc3c2n1 | -6% | -19% | 0% | 14% | 0% | 6% | · | -11 | ·
COc1cccc(CNC(=O)c2cc(S(=O)(=O)N3CCOCC3)ccc2N2CCCC2)c1 | -3% | -53% | -3% | -4% | -5% | -5% | -0.4 | -2 | 7
CCOc1ccc(NC(=O)NC2CCCc3ccccc32)cc1 (stereo not given) | 8% | -5% | 0% | -20% | 0% | 0% | -0.1 | 0 | -10
Cc1cccc(Nc2nc(N)nc(CSc3nccn3C)n2)c1 | -2% | 5% | -4% | 37% | -1% | -4% | 0.7 | -6 | -9
CC1(C(=O)O)CCC(C(=O)Nc2ccccc2)C1(C)C (stereo not given) | -1% | 0% | -2% | 25% | 8% | -1% | -3.5 | 3 | -3
COc1nc(NC(C)(C)C)nc(Oc2ccc(=O)n(-c3ccccc3)n2)n1 | -3% | -10% | -1% | -17% | -4% | 1% | -0.1 | 1 | 2
COc1ccc2c(c1)C=C(C(=O)NCc1ccc(Cl)cc1)CO2 | 11% | 0% | -7% | -21% | -6% | 6% | -1.4 | 3 | 18
CCC(C)(C)n1nnnc1C(c1ccncc1)N1CCN(c2cccc(OC)c2)CC1 (stereo not given) | -3% | 1% | -3% | 8% | -1% | -12% | -0.3 | 9 | 13
Cc1nc2ccccc2nc1CN1CCN(Cc2ccc(F)c(F)c2)C(CCO)C1 (stereo not given) | 0% | -14% | -6% | -25% | -3% | 3% | 0.7 | -8 | 6
O=C(O)/C=C/c1cccc(NS(=O)(=O)c2ccccc2)c1 | 4% | -13% | -5% | 4% | -8% | -6% | 3.2 | -9 | 7
COc1cc(/C=c2\sc3n(c2=O)CCCN=3)ccc1O | -4% | ? | 5% | -32% | -1% | -8% | 0.2 | 0 | 4
CC1NC(=O)N(C)C2NC(=O)N(C)C(c3ccccc3)C12 (stereo not given) | 2% | 37%[activator] | 2% | -18% | 1% | -6% | -0.1 | -4 | 9
COc1ccc(CN(Cc2ccc(C(=O)O)cc2)C(=S)Nc2ccccc2Cl)cc1OC | -11% | -14% | 1% | -31% | 6% | 2% | -1.7 | 0 | -1
O=C(N/N=C/c1ccccc1O)C1CCCC1 | 0% | 7% | 12% | 22% | 0% | ? | -0.3 | -2 | 0
Cn1cc(CN2CCN(Cc3ccccc3)C(CCO)C2)c(-c2ccccc2)n1 (stereo not given) | 2% | -1% | 0% | -18% | 3% | 5% | · | -1 | ·
COc1ccc2oc(C(=O)N3CCN(S(=O)(=O)c4cccc([N+](=O)[O-])c4)CC3)c(C)c2c1 | 9% | 0% | -8% | -6% | -2% | 1% | · | 0 | ·
Cc1cccc(N2CN(S(=O)(=O)c3cccc([N+](=O)[O-])c3)c3nc4ccccc4nc32)c1 | 11% | 2% | -3% | -9% | 2% | 1% | · | -7 | ·
O=C(NC1(C(=O)O)CCCC1)C(Cl)Cl | 11% | -12% | -2% | -10% | -5% | -1% | · | -2 | ·
Cc1ccc(S(=O)(=O)N2CCC(=O)N(C(COCc3cccc(Cl)c3)Cc3ccccc3)CC2)cc1 (stereo not given) | 16% | -4% | -4% | 4% | 1% | 7% | 0.7 | 1 | -2
COc1cc2c(cc1OC)CN(C(=O)c1cc(C3CC3)nn1-c1ccccc1)CC2 | -10% | 169%[activator] | 0% | 5% | -1% | 3% | 0.4 | 2 | -13
Cc1ccc(/C(N)=N/OC(=O)COc2cccc3ccccc23)cc1 | · | -13% | -1% | · | 0% | 0% | · | -4 | ·

Screens (PubChem)

Not all compounds are listed; rates above refer to the full screens.
